# hIAP activ – human IAP activation. P09923. purified human IAP, CDP-Star luminescence, 30 min; active compounds read high; 1 = vehicle-only enzyme, 0 = enzyme-free background. activation factor at 10 µM. 330,000 compounds, 0.16% hits;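 active means activation factor of the enzyme at least 2-fold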; further: the source names both 10 and 20 µM as test concentration; values of inactives mirror those of a sister screen read the other way
# hIAP inh – blocks human intestinal alkaline phosphatase; purified IAP, CDP-Star luminescence, 30 min; inhibition, % at 10 µM; 330,000 compounds, 0.12% hits; AID 2544;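 active means inhibition reaching a set limit with compound at 10 µM in the primary screen, cut at about 35% in these data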;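 further: plate controls were DMSO wells with enzyme for no effect and no-enzyme buffer wells for full effect; values of inactives mirror those of a sister screen read the other way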
# APOBEC3A inh – human APOBEC3A DNA deaminase inhibition | recombinant A3A, FAM/TAMRA ssDNA deamination fluorescence | inhibition, % at 20 µM | 330,000 compounds, 0.41% hits;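 active means at least 40% inhibition at 20 µM here, with at most 30% in a related deaminase screen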;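 further: plate controls were A3A with DMSO for no effect and wells lacking A3A enzyme for full effect; some results filed as inactive read as strong as hits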
# Target sequence (P31941 whole entry, looked up): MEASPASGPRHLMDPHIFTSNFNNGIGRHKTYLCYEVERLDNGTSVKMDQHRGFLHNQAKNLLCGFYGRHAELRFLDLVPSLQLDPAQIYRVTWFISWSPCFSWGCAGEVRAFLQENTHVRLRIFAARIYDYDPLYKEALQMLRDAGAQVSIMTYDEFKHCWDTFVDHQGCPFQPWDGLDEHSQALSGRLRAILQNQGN
# mIAP inh – mouse IAP inhibition; purified mouse IAP, CDP-Star luminescence, 30 min; inhibition, % at 10 µM; 330,000 compounds, 0.2% hits;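 active means inhibition of at least 40% at 10 µM in the primary screen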;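 further: plate controls were DMSO with enzyme for no effect and no enzyme wells for full effect; values of inactives mirror those of a sister screen read the other way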
# ATG4B inhibitor – inhibitors of human ATG4B cysteine protease; Q9Y4P1; ATG4B cleavage of LC3-PLA2, NBD-HPC fluorescence, 1 h; inhibition, % at 8.33 µM; 340,000 compounds, 0.51% hits; in the data active means inhibition above about 40%
# Target sequence (Q9Y4P1 whole entry, looked up): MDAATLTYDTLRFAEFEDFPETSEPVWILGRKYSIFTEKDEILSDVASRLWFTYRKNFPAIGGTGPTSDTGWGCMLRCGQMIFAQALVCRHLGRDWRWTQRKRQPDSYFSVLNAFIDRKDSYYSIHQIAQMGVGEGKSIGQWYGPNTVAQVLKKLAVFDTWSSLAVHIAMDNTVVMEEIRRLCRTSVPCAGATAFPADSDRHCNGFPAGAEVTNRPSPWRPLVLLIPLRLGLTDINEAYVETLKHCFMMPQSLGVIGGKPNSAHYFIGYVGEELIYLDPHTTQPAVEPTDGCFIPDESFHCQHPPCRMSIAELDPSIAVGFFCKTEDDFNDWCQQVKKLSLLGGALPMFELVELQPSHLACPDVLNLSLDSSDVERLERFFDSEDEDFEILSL
# A3G deaminase – inhibitors of human APOBEC3G DNA deaminase; 330,000 compounds, 0.28% hits; AID 493012; Q9HC16; inhibition, % at 20 µM; recombinant A3G, ssDNA deamination FAM/TAMRA fluorescence;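 active means inhibition of at least 40% at 20 µM, with no more than 30% in the related APOBEC3A deaminase screen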;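 further: plate controls were DMSO wells with A3G for no effect and wells lacking A3G enzyme for full effect; some compounds called inactive have numbers as strong as hits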
# Target sequence (Q9HC16 whole entry, looked up): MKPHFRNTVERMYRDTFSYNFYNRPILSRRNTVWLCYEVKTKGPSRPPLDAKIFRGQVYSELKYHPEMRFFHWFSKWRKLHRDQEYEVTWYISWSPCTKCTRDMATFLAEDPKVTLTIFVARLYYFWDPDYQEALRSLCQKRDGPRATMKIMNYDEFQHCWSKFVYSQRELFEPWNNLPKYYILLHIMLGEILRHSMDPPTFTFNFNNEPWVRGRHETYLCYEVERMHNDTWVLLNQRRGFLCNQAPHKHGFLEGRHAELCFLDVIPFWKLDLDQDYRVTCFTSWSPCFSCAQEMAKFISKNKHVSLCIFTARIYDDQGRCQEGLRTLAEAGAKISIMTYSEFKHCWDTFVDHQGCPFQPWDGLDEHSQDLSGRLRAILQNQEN
# beta cell repl – inducers of beta-cell replication in MIN6 cells; MIN6 cells proliferation, ATPlite luminescence, 48 h; cells starved in 0.2% serum; 100% = growth in 10% serum; proliferation, % at 10 µM; 330,000 compounds, 0.29% hits; AID 2380;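 active means compounds whose signal lies at least 3.5 SD above the mean of all wells on their plate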;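 further: 0% = DMSO-treated cells in low-serum medium and 100% = 10% serum control; some compounds called inactive have numbers as strong as hits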
# MPTP inh – permeability transition pore inhibition | 360,000 compounds, 1.4% hits | inhibition, % at 10 µM | AID 602449 | isolated mouse mitochondria, Ca2+ swelling absorbance, 30 min;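 active means inhibition of 50% or more, scaled per plate between neutral and stimulator controls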;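 further: 0% = DMSO wells given calcium and 100% = 1 mM EGTA wells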
# mIAP act – increases mouse intestinal alkaline phosphatase activity; 330,000 compounds, 0.24% hits; muIAP, CDP-Star luminescence, 30 min; active compounds read high; 1 = vehicle-only enzyme signal, 0 = enzyme-free wells; AID 2805; activation factor at 10 µM;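 active means activation factor of at least 2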; further: the source names both 10 and 20 µM as test concentration; values of inactives mirror those of a sister screen read the other way
#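 also added = chemiluminescent substrate CDP-Star | test system = mouse IAP enzyme | signal = chemiluminescence readout | compound = DMSO-dissolved test compounds | incubation = 30 min at room temperature | benchmarks = DMSO wells, no-enzyme wells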
# * marks the source's active call; other numbers are inactive results; . = not tested or not shown; & = joins results of further samples.
SMILES,hIAP activ,hIAP inh,APOBEC3A inh,mIAP inh,ATG4B inhibitor,A3G deaminase,beta cell repl,MPTP inh,mIAP act
CC(Oc1ccc2c(-c3ccccc3)cc(=O)oc2c1)C(=O)NCc1ccccn1 (stereo not drawn),1,0,0,4,-4,-3,0,-0.2,0.96
Cc1ccc(C)c(N(C)S(=O)(=O)c2ccc3[nH]cc(C(=O)NCCN4CCOCC4)c(=O)c3c2)c1,0.99,1,1,8,1,-5,-3,0.1,0.92
COc1cccc(C(=O)NCCCNC(=O)c2cccc(OC)c2)c1,1.1,-12,-3,-3,-6,-4,-3,-0.1,1
CCc1cccc(C)c1NC(=O)COC(=O)Cn1c(C)csc1=O,1.1,-8,0,-3,-2,-6,3,-0.2,1
C/C(N)=C(/C#N)C(=O)COC(=O)c1cc(-c2ccc(C)cc2)nc2ccccc12,1,-2,4,14,-10,-7,-6,0.5,0.86
O=S(=O)(Nc1ccc2c(c1)oc1ccccc12)N1CCCC1,1.1,-15,1,-2,-18,-2,-2,2.1,1
O=C(CP(=O)(c1ccccc1)c1ccccc1)Nc1cccc(CP(=O)(c2ccccc2)c2ccccc2)c1,1.1,-14,1,-12,-11,-4,-2,-0.3,1.1
COCCCN=Cc1c(C)[nH]n(-c2ccc(Br)c(C)c2)c1=O,0.99,1,-3,1,1,-9,0,1.4,0.99
O=C1C2C3CCC(C3)C2C(=O)N1Cc1ccco1 (stereo not drawn),1,-4,-2,6,-3,-5,1,0.1,0.94
Cn1c(=O)c2c(nc(NNC(=O)C(F)(F)F)n2C)n(C)c1=O,0.93,7,-3,6,0,6,0,0.2,0.94
CNC[C@@H]1Oc2ccc(NC(=O)Nc3c(C)noc3C)cc2CC(=O)N([C@H](C)CO)C[C@H]1C,0.98,2,1,-5,-1,-8,-2,-0.4,1
Cc1csc(NC(=O)CCC(=O)N(CC(=O)NC2CCCCC2)c2ccccc2)n1,0.92,8,1,-5,-14,-4,-2,0.4,1.1
C#CCOCCOCCOCCNc1nc(N2CCN(C(=O)Cn3cc(CCCCN)nn3)CC2)nc(N2CCN(C(=O)Cn3cc(CC(C)O)nn3)CC2)n1 (stereo not drawn),0.93,7,-3,1,8,-7,-2,-0.4,0.99
O=C(OCc1cccc(F)c1)c1cc2ccccc2cc1O,0.91,10,-3,5,2,-4,-5,0.1,0.95
COc1cc(-n2cnnn2)ccc1S(=O)(=O)N1CCOCC1,0.92,8,1,-4,3,-6,0,0.5,1
CCCCCC(=O)Nc1cccc(C2=NOC3(C2)C[C@@H](C(N)=O)N(C(=O)CC(c2ccccc2)c2ccccc2)C3)c1 (stereo partly drawn),1.1,-8,2,-20,-10,-11,-7,0.0,1.2
CCCOc1ccc(-c2nn(-c3ccccc3)cc2/C=C2\SC(N)=NC2=O)cc1,1.3,-29,-1,9,-9,-5,-1,4.1,0.91
COc1ccc(-c2nc(CS(=O)CC(=O)NC3CCCCC3C)c(C)o2)cc1 (stereo not drawn),1.1,-8,-2,0,-1,-6,-2,-2.8,1
Cc1ccc(Nc2nc(N)c3ccccc3n2)cc1C,1.3,-32,2,-7,3,33,-5,4.9,1.1
O=C(CCC(=O)N1CCSc2ccccc21)Nc1cccc(F)c1,1,-3,-4,-16,0,-9,-1,-0.8,1.2
COc1ccccc1/C=N/NC(=O)c1nnn(-c2nonc2N)c1-c1ccccc1,1,-4,3,-4,4,-4,-4,-0.3,1
COc1ccc(N2CCN(C(=O)CCNS(=O)(=O)c3ccc(C)cc3)CC2)cc1,1.3,-33,-4,2,3,-4,-1,-1.0,0.98
O=C(N/N=C/c1c(O)ccc2ccccc12)c1cccc(C(F)(F)F)c1,1.4,-36,-30,24,8,-10,0,99*,0.76
CSCC[C@H](NC(=O)c1ccc(Cl)c([N+](=O)[O-])c1)c1nc2ccccc2[nH]1,0.99,1,3,5,-3,-7,0,59*,0.95
CC(=O)N1CCC(=NNc2ccnc3cc(Cl)ccc23)CC1,1.1,-9,4,10,-8,-10,0,1.5,0.9
N#C/C(=C\c1ccc(C#N)cc1)C(=O)N1CCCC1,0.94,6,1,0,.,-13,0,0.4,1
CCOC(=O)C1CCN(C(=O)CSc2nc3ncccc3[nH]2)CC1,0.77,24,0,-3,5,-1,3,0.8,1
CCOC(=O)c1ccccc1NC(=O)CN1C(=O)NC(C)(CCc2ccccc2)C1=O (stereo not drawn),1.2,-22,3,-1,-7,-12,-4,-1.3,1
O=C(NNC(=O)c1cc(Br)ccc1Cl)c1csc(N2CCOCC2)n1,1.9,-92,-2,14,-3,-6,0,-1.3,0.86
COc1cc(/C=N/NC(=O)c2nnn(-c3nonc3N)c2-c2cccs2)ccc1O,1.3,-30,-1,1,-13,-8,-1,0.1,0.99
Cc1cn(S(=O)(=O)c2ccc(Br)c3ccccc23)cn1,0.92,8,-4,-7,.,-6,-2,.,1.1
CCOC(=O)/C(C#N)=C1/C(=O)N(Cc2ccccc2)c2ccccc21,1.1,-8,1,-5,3,0,-2,-4.1,1
CSc1nsc(/C=C/Nc2ccc(C)c(C)c2)c1C#N,1.3,-29,-4,6,-3,-12,-4,25,0.94
CCOC(=O)c1[nH]cnc1C(=O)NC1CCCCC1,1.3,-29,1,2,-11,-3,-2,0.5,0.98
Cc1onc(-c2c(F)cccc2Cl)c1C(=O)Nc1cccc(S(=O)(=O)NC2=NCCC2)c1,1,0,3,5,-3,-2,4,-1.1,0.95
COCCn1c(SCC(=O)NC2CCCCC2C)nc2ccccc2c1=O (stereo not drawn),0.82,18,1,7,0,-1,2,-0.9,0.93
CC1=C(C(=O)Nc2cc(C)ccn2)C(c2cnn(C)c2)C2=C(CC(c3ccccc3)CC2=O)N1 (stereo not drawn),1,-3,-6,0,-3,-2,-1,-0.1,1
O=C(Cc1nc(=O)c2ccccc2s1)Nc1ccccc1,1.3,-33,-5,4,-5,-6,-2,14,0.96
Cc1cccc(OCC(=O)OCC(=O)N2CCCc3ccccc32)c1C,0.86,14,-5,6,11,-6,-4,-1.3,0.94
COc1cc(/C=N/NC(=O)CN2CCCCC2)ccc1OCc1ccc(Br)cc1,0.93,7,-3,8,-3,-6,0,1.2,0.92
CCCn1c(NC(=O)c2ccc(F)cc2)nc2ccccc21,1.1,-7,-1,-3,-2,-7,-1,-0.7,1
O=C(CCc1nc2ccccc2c(=O)[nH]1)NC1CCN(Cc2ccccc2)CC1,1.1,-14,2,-11,-15,1,-1,-0.2,1.1
CC(=O)Cn1c(=O)c2c(nc3n2CCCN3Cc2ccccc2)n(C)c1=O,1,-2,0,-8,-8,7,1,-0.9,1.1
COc1ccc(S(=O)(=O)N2CCN(C(=O)N(C)C)C2C)cc1 (stereo not drawn),0.88,12,-3,-1,-4,-16,-1,0.1,1
O=C(NC(=S)Nc1ncccn1)c1ccc(Cl)cc1Cl,0.87,13,27,-7,6,-7,-2,-0.7,1.1
O=C(N/N=C/c1cccnc1)c1cccc(NC(=O)c2ccc(Cl)cc2)c1,1.1,-6,1,8,-1,-1,0,0.1,0.92
CCOc1ccc(C2CC(c3ccc(CC)cc3)Nc3nc(N)nn32)cc1 (stereo not drawn),0.92,8,-4,13,-5,-5,-2,-4.3,0.87
NC1=NC2CS(=O)(=O)CC2S1 (stereo not drawn),0.99,1,5,-3,-5,-9,0,-4.1,1
CCCCN1C(=N)N([C@@H](C)CN2CCC[C@H]2CN2C(N)=NC[C@@H]2Cc2ccccc2)C[C@H]1Cc1ccccc1,0.96,4,-4,-20,2,-3,-2,-0.8,1.2
COCCNC(=O)C1CC2Cn3c(nc4cc5ccccc5cc43)C2N1C (stereo not drawn),0.86,14,2,-2,-10,-2,0,-3.1,1

# The list continues:
SMILES,hIAP activ,hIAP inh,APOBEC3A inh,mIAP inh,ATG4B inhibitor,A3G deaminase,beta cell repl,MPTP inh,mIAP act
CCOC(=O)c1c(NC(=O)CC2SC(N)=NC2=O)sc2c1CCC(C)C2 (stereo not drawn),1.3,-33,-3,8,-1,-4,0,0.4,0.92
O=C(c1cc(C(=O)c2ccco2)cc(C(=O)c2ccco2)c1)c1ccco1,1.1,-5,7,11,9,0,1,0.0,0.89
CN1C(=O)/C(=C/c2ccccc2Cl)Sc2ccc(C(=O)NCc3cccnc3)cc21,0.89,11,11,-3,-12,15,-4,5.9,1
CCCCNC(=O)c1[nH]c(C)c(C(C)=O)c1C,0.86,14,-3,4,-11,-5,-1,0.8,0.96
O=C(Nc1ccc(O)cc1)N1CCOCC1,1.3,-32,0,3,4,3,-2,-0.5,0.97
CCOc1ccccc1NC(=O)CCCCCN1C(=O)[C@@H]2Cc3ccccc3CN2C1=O,1.1,-9,2,-1,7,-1,0,0.2,1
COc1cccc(OCc2cc(C(=O)N(Cc3ccccc3)CC3CC3)no2)c1,0.85,15,-3,12,13,-3,-7,0.6,0.88
CCCCSc1nc2sc3c(c2c(=O)n1-c1ccccc1)CCN(C)C3,1.1,-8,-2,-8,-5,-9,-3,-1.3,1.1
CN(CC(=O)Nc1cccc(F)c1)C(=O)c1ccccc1Cc1ccccc1,1,-2,4,-22,-5,-4,-6,0.5,1.2
O=C(CSc1ccc(-c2ccccn2)nn1)N1CCCCC1,1,0,0,2,-6,-5,-2,1.4,0.98

# A second format for two compounds above:
CCOc1ccccc1NC(=O)CCCCCN1C(=O)[C@@H]2Cc3ccccc3CN2C1=O
- hIAP activ = 1.1
- hIAP inh = -9
- APOBEC3A inh = 2
- mIAP inh = -1
- ATG4B inhibitor = 7
- A3G deaminase = -1
- beta cell repl = 0
- MPTP inh = 0.2
- mIAP act = 1
COc1cccc(OCc2cc(C(=O)N(Cc3ccccc3)CC3CC3)no2)c1
- hIAP activ = 0.85
- hIAP inh = 15
- APOBEC3A inh = -3
- mIAP inh = 12
- ATG4B inhibitor = 13
- A3G deaminase = -3
- beta cell repl = -7
- MPTP inh = 0.6
- mIAP act = 0.88

# Continuation:
SMILES,hIAP activ,hIAP inh,APOBEC3A inh,mIAP inh,ATG4B inhibitor,A3G deaminase,beta cell repl,MPTP inh,mIAP act
CCOC(=O)c1oc2ccccc2c1NC(=O)c1ccco1,0.98,2,-3,-2,-4,-4,7,-0.2,1
CN(C)CCC(c1ccc(Cl)cc1)c1ccccn1 (stereo not drawn),0.88&0.88,12&8,-1&0&5,-1&-6,3&3,-3&-8&0,3&1,0.0&3.2,1&1.1
COc1ccc(Oc2cn[nH]c2-c2ccc(OC)cc2O)cc1,1.9,-94,-2,13,9,-8,-5,0.4,0.87
CCOc1ncccc1C(=O)OCc1c(F)cccc1Cl,0.95,4,4,4,5,-1,0,1.5,0.96
CN(C(=O)COC(=O)Cc1c(Cl)cccc1Cl)C1CCS(=O)(=O)C1 (stereo not drawn),0.87,13,-4,-1,0,-8,-3,-0.1,1
Nc1cccnc1-n1nc(C(F)(F)F)cc1C(F)(F)F,1.1,-7,2,8,-3,-1,-1,0.1,0.92
O=C(O)CN(c1ccccn1)S(=O)(=O)c1ccc(Cl)cc1,0.96,4,-2,0,0,-3,-1,0.9,1
CCOC(=O)C1CCN(C(=O)CN(c2ccc(Oc3ccccc3)cc2)S(C)(=O)=O)CC1,0.99,1,0,0,2,-16,1,-0.8,1
COC(=O)c1cn(C(=O)c2cc(OC)c(OC)c(OC)c2)c2ccccc12,1.1,-10,-5,3,-4,-6,-4,0.5,0.97
CCN(CC)c1ccc(NC(=O)c2ccc3c(c2)c(C)c(C)n3C)cc1,0.88,12,-9,-10,5,-7,-7,1.0,1.1
COc1ccc(Br)c2oc(SC)cc(=O)c12,0.88,12,-1,7,-5,-8,4,2.1,0.93

# Compound activity: PubChem BioAssay, Sanford-Burnham Center for Chemical Genomics
